# RAD52 anneal inh – RAD52 (human) annealing inhibition; recombinant RAD52 DNA annealing, FRET fluorescence; inhibition, % at 18.7 µM; actives 0.46% (n = 360,000);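 active = every replicate showing at least 50% inhibition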
# Xi reactivation – X-chromosome reactivation activator; actives 0.055% (n = 360,000); XiGFP mouse fibroblasts, % GFP-positive cells imaging, 3 d; cells co-treated with 5-aza-dC sensitizer; scaled so ellipticine positive control = 100%; activation, % at 7.58 µM;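 active = mean normalized replicate activation at least 10% and every replicate at or above 10%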;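 also: 0% = median of on-plate neutral control wells and 100% = ellipticine 6 µM median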
#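 Material: SV40-immortalized XiGFP fibroblast cells, line 68-5-11 | Buffer or medium: DMEM containing 5-aza-dC | Dosing: One concentration, pinned | Times: 3 d treatment, 15 min room-temperature fixation | Controls: Ellipticine 6 µM positive control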
# ARNT-TACC3 inh – disruptors of human ARNT/TACC3 interaction; Q9Y6A5; AlphaScreen His-ARNT PAS-B/GST-TACC3 binding, luminescence; TACC3 fragment carries E629A point mutation; inhibition, % at 9.99 µM; actives 0.66% (n = 390,000);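 active = mean inhibition of replicates at least 50% and at least half of replicates each reaching 50%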;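 also: 0% = complete ARNT plus TACC3 wells and 100% = ARNT alone without TACC3; many hits fall short of the cut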
# esBAF inh – SWI/SNF esBAF complex inhibition. mouse ES cells, Bmi1-luciferase knock-in reporter, 24 h; 100% = twice the neutral-well signal. reporter increase, % at 12.5 µM. actives 2% (n = 350,000). AID 602393; in the data active = activation above about 40%;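 also: 0% = median of the plate's neutral control wells and 100% = double that signal; a rise in the Bmi1 reporter signal indicates esBAF inhibition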
# RAD54 branch – blocks human RAD54 Holliday junction branch migration | Q92698 | actives 0.14% (n = 360,000) | inhibition, % at 10.4 µM | FAM/BHQ fluorescence;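 active = mean normalized replicate activity at least 40 and at least half of replicates scoring 40 or more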;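 also: 0% = median of neutral control wells and 100% = median of positive control wells; inhibitors cause a drop in the FAM fluorescence signal; in these data hits start at about 50%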
# ERAP1 inh – inhibitors of human ERAP1 aminopeptidase. inhibition, % at 10.7 µM. Q9NZ08. recombinant ERAP1, Leu-AMC fluorescence, 60 min. actives 0.15% (n = 340,000);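 active = mean replicate inhibition of at least 30%, or all replicates individually reaching that 30% level; inactive = mean below 30% and not every replicate reaching it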;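 also: 0% = neutral control wells and 100% = L-leucinethiol positive control wells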
# CFTR F508del cor – correctors of CFTR F508del function in bronchial epithelial cells; AID 720511; CFBE cells, YFP halide quenching; stimulated with forskolin plus potentiator P3; % fluorescence drop versus neutral controls; actives 0.36% (n = 350,000); activity (quench increase), % at 7.58 µM;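 active = mean added fluorescence quench of at least 8% versus neutral control, with both replicates also reaching 8%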;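 also: cells transiently co-express mutant CFTR-F508del with the halide-sensitive YFP; corrector assay measuring rescue of mutant channel to the surface after 24 h compound exposure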
# INS-1E GSIS act – GLuc luminescence reporter in INS-1E cells, primary screen for activators of glucose-dependent secretion of insulin | INS-1E GLuc reporter insulin secretion, 2-3 h | activation, % at 16.6 µM | actives 0.61% (n = 370,000);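 active = lowest replicate activation of at least 40%, so every replicate reaches that level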;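 also: 0% = median of neutral control wells and 100% = median of IBMX positive control wells; some compounds called inactive have numbers as strong as hits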
# * marks the source's active call; other numbers are inactive results; nt = no result given.
SMILES,RAD52 anneal inh,Xi reactivation,ARNT-TACC3 inh,esBAF inh,RAD54 branch,ERAP1 inh,CFTR F508del cor,INS-1E GSIS act
CCOc1ccc(N(CC(=O)Nc2ccc(C)c(F)c2)C2=NC3CS(=O)(=O)CC3S2)cc1 (stereo not given),-13,0.0,-4,2,-20,5,0.9,1
C#CCOc1ccc2ccccc2c1/C=C(/C#N)c1ccc(C(=O)O)cc1,-7,0.0,-1,-4,7,4,0.3,6
CCOC(=O)N1CCN(C(=O)c2ccc3c(c2)sc2nc(-c4ccc(OC)cc4)cn23)CC1,-9,nt,3,33,-15,1,nt,-14
O=C(C[C@H]1C[C@H]2c3cc(NC(=O)NC4CCCC4)ccc3O[C@H]2[C@H](CO)O1)NCc1ccccc1F,-13,0.1,-7,-3,-4,0,2.1,6
CON(C)C(=O)/C=C/c1ccc([B-](F)(F)F)cc1,-8,0.3,0,47*,1,0,3.9,13
COc1ccc(N2C(N)=C(C#N)C(c3cccnc3)C3=C2CC(C)(C)CC3=O)cc1 (stereo not given),nt,nt,-2,-8,-1,nt,nt,-5
CSc1nc2[nH]c(=O)[nH]c2c(=O)[nH]1,-10,0.1,2,5,0,1,0.0,21
CC(C)C1Oc2ccccc2C(=O)N(CC(=O)c2ccc3c(c2)OCCO3)C1=O (stereo not given),-15,0.0,-1,71*,-3,-3,-1.9,3
Cn1ncc(Cl)c1C(=O)NCc1cc(C(C)(C)C)n[nH]1,-7,0.0,22,5,nt,1,nt,-9
O=C(CSC1CCc2ccccc21)NNC(=O)Nc1ccc(Cl)cc1 (stereo not given),-3,0.2,nt,nt,nt,1,-3.1,0
C[C@@H]1CN([C@H](C)CO)C(=O)c2cc(-c3cccc(F)c3)cnc2O[C@@H]1CN(C)S(C)(=O)=O,-5,-1.1,-10,-2,-1,3,0.3,6
CCC1CCCCN1C(=O)CSc1nnc2nc(C)cc(C)n12 (stereo not given),-17,0.0,0,-6,-11,1,1.4,1
CC(=O)Nc1ccc(NCc2ccc(-c3ccccc3)cc2)cc1,-14,0.1,-3,-1,0,-3,-3.7,-5
CCOCC(O)CS(=O)(=O)c1ccccn1 (stereo not given),-10,nt,4,-5,-9,-6,nt,-5
Cc1cccc(S(=O)(=O)N[C@H]2CC[C@@H](CCNC(=O)c3cnccn3)O[C@@H]2CO)c1,-10,-0.5,-5,-2,-8,0,0.9,8
O=S(=O)(c1ccc(F)cc1)N1CCN(c2ccc(F)cc2)CC1,-6,0.0,5,1,7,0,1.2,6
O=C(O)/C(=C\c1cn(-c2ccccc2)nc1-c1ccc(Cl)cc1)NC(=O)c1ccccc1,-15,-0.1,-9,nt,-24,-1,-0.7,9
O=C1CN(N=Cc2ccco2)C(=O)N1,-3,0.0,3,-4,2,0,2.4,-10
Cc1cc(Cl)c(S(=O)(=O)N2CCN(c3cccc(C)c3C)CC2)cc1OCC(N)=O,-3,nt,2,0,9,1,nt,-29
O=C(C[C@H]1C=C[C@@H](NC(=O)CC2CC2)[C@@H](CO)O1)NCc1ccc(Cl)cc1,-2,0.2,-14,1,6,-6,0.4,18
CCN(C(=O)Cn1cnc2cc([N+](=O)[O-])ccc2c1=O)C1CCS(=O)(=O)C1 (stereo not given),-13,0.1,1,-8,-3,4,0.5,5
Cc1ccnc(NS(=O)(=O)c2ccc(NC(=O)c3cc(=O)c4ccccc4o3)cc2)n1,-4,0.0,4,4,1,-1,-2.5,2
CC(=O)c1cccc(N/C=C\C(=O)c2ccc(C)cc2)c1,nt,-0.1,-2,nt,-10,nt,nt,7
O=C(Nc1ccc(Cl)cc1)Nc1ccccc1C(=O)NCc1ccco1,nt,nt,4,18,6,nt,nt,-40
FC(F)(F)c1ccc(NCc2ccccn2)nc1,-6,0.1,-12,15,-6,1,-0.4,5
N#C/C(=C\c1cn(-c2ccccc2)nc1-c1ccccc1)S(=O)(=O)c1ccccc1,nt,-0.1,1,nt,10,nt,nt,18
COCc1cn(CC[C@@H]2CC[C@@H](NC(=O)Nc3c(C)noc3C)[C@H](CO)O2)nn1,-10,0.7,-18,-3,-2,0,-0.4,3
COCC#Cc1ccc([C@@H]2[C@H]3CN(C(=O)c4ccncc4)CC(=O)N3[C@H]2CO)cc1,6,0.0,nt,nt,nt,0,3.2,6
CCCC(=O)Nc1ccc2c(c1)C(=O)N(C)[C@@H]1CC[C@@H](CC(=O)NC3CCCC3)O[C@H]1CO2,-24,0.3,13,-3,5,0,-0.4,10
O=C(NCc1ccccc1)c1cc(-c2ccncc2)nc2ccc(S(=O)(=O)N3CCOCC3)cc12,2,0.1,-5,-7,nt,0,-1.0,nt
COc1cc(NS(=O)(=O)c2cccc3nsnc23)cc(OC)c1,nt,nt,-7,-2,0,nt,nt,2
COC(=O)CCC(=O)OC,3,nt,-1,-6,1,-3,0.5,7
CCCCNC1(C#N)CCN(Cc2ccccc2)CC1,-10,0.3,0,-10,-7,-1,-1.1,19
C[C@H](CO)N1C[C@H](C)[C@H](CN(C)C(=O)Nc2ccccc2)Oc2c(NC(=O)Nc3cccc4ccccc34)cccc2C1=O,15,0.1,17,5,-7,-6,-0.2,-21
CC(=O)Nc1cc2c(cc1Br)-c1ccccc1C2,-28,0.1,-1,56*,-4,1,-0.6,-9

# Bioassay records from PubChem BioAssay.
